High-throughput results from PubChem BioAssay.
ERK EGF inh: EGF-driven ERK pathway inhibition | HEK293-V1b, EGF-stimulated phospho-ERK AlphaScreen | Potency, µM (doses to about 11.5 µM), for the others: top-dose activity change, negative = inhibition, usual class: inhibitors | 130,000 tested, 0.41% active | AID 1454; active = well fitted inhibition curve with a large enough effect; inconclusive = small, poorly fitted or top-dose-only effect, or effect the other way;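 also: plate controls were stimulated vehicle wells for no effect and unstimulated vehicle basal for full effect; nearly all actives have a fitted effect of over 55% in size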
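EGF-stimulated (25 nM, 5 min) phospho-ERK in HEK293 cells stably expressing V1b, cells pretreated 30 min with compound at 37C. Homogeneous AlphaScreen read on lysates.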
The depositor's hits bear a star; ? = inconclusive; [ ] = another dose, or the depositor's remark. Potency is read from the fitted curve at half-maximal effect. Not all compounds are listed; the hit share may differ from the screen's.

SMILES	ERK EGF inh
COc1ccc(C(=O)NNc2ccccc2)cc1	12%
COc1ccccc1S(=O)(=O)c1ccccc1[N+](=O)[O-]	-11%
O=c1[nH]cnc2scc(-c3ccc(Br)cc3)c12	-3%
CC(C)c1ccc(CNC(=O)C(=O)NCCCn2ccnc2)cc1	-4%
COc1ccc(CCNc2ccc(C(CC(N)=O)NC(=O)Cc3cccc4ccccc34)cc2[N+](=O)[O-])cc1 (stereo not drawn)	-2%[57.5 µM]
COc1ccc(NC(=O)/C=C/c2cccc(F)c2)cn1	-5%
O=C(Cc1ccc(Cl)c(Cl)c1)Nc1cccc2ncccc12	-2%
COCCN(C(=O)CCl)C(C(=O)NC1CCCCC1)c1ccccc1C (stereo not drawn)	1%
CCn1cc([N+](=O)[O-])c(C(=O)N2N=C(c3ccccc3)CC2c2ccc([N+](=O)[O-])cc2)n1 (stereo not drawn)	-10%
CNC(=S)N(C)[C@H]1c2c(ccc3ccccc23)OC[C@H]1CO	5%
O=C(CCc1ccccc1)NCCc1nc2ccccc2[nH]1	7%
Cc1ccc(CSCC(=O)NN=C2CCN(C)CC2)cc1	-1%
S=c1[nH]nc(CCc2nc3ccccc3[nH]2)n1-c1ccccc1	-10%
CC(C)C[C@H](NC(=O)c1nc[nH]c1C(=O)NCc1ccccc1)C(=O)OC(C)(C)C	-10%[57.5 µM]
CS(=O)(=O)N1CCC2(CCN(C(c3ccccc3)c3ccccc3)CC2)CC1	1%
O=C(Nc1ccccc1C(F)(F)F)c1c(F)cccc1Cl	-2%
N#CC(C#N)=Cc1cccn1-c1ccc(S(N)(=O)=O)cc1	25%
COc1ccc(C(=O)NNC(=O)CSc2nnc(C)n2CC2CCCO2)cc1 (stereo not drawn)	1%
CC(C)(C)C(=O)OCc1nc(-c2ccc(Cl)cc2)cs1	15%[57.5 µM]
CN1CCN(C(=O)C2=C[C@H](c3ccc4c(c3)OCO4)C[C@H](OCc3ccc(CO)cc3)O2)CC1	-1%[57.5 µM]
COc1ccc(CSCCc2n[nH]c(=S)n2-c2ccccc2)cc1C	?
O=C(CCn1c(=O)oc2ccccc21)NC1=NCCS1	-3%
CC(C)C(=O)NC(=S)Nc1ccccc1C(=O)NC1CCCCC1	-2%
CCCCn1c(SCC(=O)N(CC)C2CCS(=O)(=O)C2)nc2cc(S(N)(=O)=O)ccc21 (stereo not drawn)	-2%

Structures above containing a halogen:
SMILES	ERK EGF inh
O=c1[nH]cnc2scc(-c3ccc(Br)cc3)c12	-3%
COc1ccc(NC(=O)/C=C/c2cccc(F)c2)cn1	-5%
O=C(Cc1ccc(Cl)c(Cl)c1)Nc1cccc2ncccc12	-2%
COCCN(C(=O)CCl)C(C(=O)NC1CCCCC1)c1ccccc1C (stereo not drawn)	1%
O=C(Nc1ccccc1C(F)(F)F)c1c(F)cccc1Cl	-2%
CC(C)(C)C(=O)OCc1nc(-c2ccc(Cl)cc2)cs1	15%[57.5 µM]

Next part.
SMILES	ERK EGF inh
O=C1c2cc3ccccc3c(-c3ccccc3)c2C(=O)N1c1ccccn1	5%
Oc1csc(Cc2nc(-c3ccccc3F)cs2)n1	5%
N/C(=N\OS(=O)(=O)c1ccc2ccccc2c1)c1cccnc1	-2%[57.5 µM]
O=S1(=O)CCC(NC(=S)SCCOc2ccccc2)C1 (stereo not drawn)	4%
Cc1cccc(N2C(=O)SC(SC(=Nc3ccccc3)Nc3ccccc3)C2=O)c1 (stereo not drawn)	?
Nc1cc(=O)[nH]c(SCC(=O)Nc2ccc(S(=O)(=O)N3CCCCC3)cc2)n1	-1%
O=C(NCc1ccc(/C=c2\sc3n(c2=O)CCN=3)o1)C(=O)Nc1ccccc1	1%
CC(C)(C)CN1CCNC(=O)C1CC(=O)NCc1cccc(-n2cccn2)c1 (stereo not drawn)	0%
Cc1ccc(C(=O)Nc2ccc3cn[nH]c3c2)cc1S(=O)(=O)N1CCOCC1	-8%
COc1cccc(CC2(CO)CCN(Cc3cnc(-c4cccc(C)c4)nc3)CC2)c1	-2%
Cc1ccccc1OCCOc1ccccc1C=C(C#N)C#N	3%
Cc1cc2nc(-c3cc(N4CCOCC4)ccc3[N+](=O)[O-])ccn2n1	-3%
Cc1ccc(O)c(C2=Nc3ccccc3N=C(c3cccc([N+](=O)[O-])c3)C2)c1	2%
COc1ccc(CCNC(=O)CN(c2ccccc2)S(C)(=O)=O)cc1	20%
Cn1cccc1C(=O)C(=O)Nc1ccc(F)c(F)c1	-2%
CN(C)/C=C/C(=O)c1cnc(-c2ccccn2)s1	6%
CCC(CC)C(=O)NCCCCc1ccccc1	5%
Cn1c(SCC(=O)NNC(=S)Nc2ccccc2)nnc1-c1ccncc1	22%[57.5 µM]
CCN(CC)c1ccc(NC(=S)NC(=O)c2cccs2)cc1	?
CNC(=O)NC(=O)Cn1cnc2sc(-c3ccccc3)cc2c1=O	1%[57.5 µM]
COCC(=O)Nc1cc(C(=O)NCCc2ccccc2)ccc1Cl	10%
O=C(CCCCCNC(=S)Nc1ccccc1)C[N+](=O)[O-]	4%
CC(=O)c1c(N2CCOCC2)[nH]c(-c2ccccc2)nc1=S	11%
O=C(CCSc1nnc(-c2ccco2)o1)N1CCOCC1	0%
COC(=O)c1ccccc1NC(=S)NC(=O)c1ccc(C)cc1	7%
COc1ccc(OC)c(CN2CCC(C(=O)N3CCN(c4ccccc4F)CC3)CC2)c1	8%
CC(C)CCNC(=O)C(c1ccncc1)N(CC1CCCO1)C(=O)Cn1nnc(-c2ccc(F)cc2)n1 (stereo not drawn)	3%
O=C(CSc1ccccn1)Nc1ccc(Cl)c([N+](=O)[O-])c1	5%
O=C1S/C(=C/c2ccccc2)C(=O)N1CC(O)Cn1c2ccccc2c2ccccc21 (stereo not drawn)	1%
COc1ccc2sc(C)[n+](C)c2c1	-2%[57.5 µM]
CN(C)NC(=S)Nc1cccc(C(F)(F)F)c1	0%[57.5 µM]
CCOc1ccc(NC(=O)NNC(=O)C2CCC(C(C)(C)C)CC2)cc1 (stereo not drawn)	1%
CC(C)CC(NC(=O)CC12CC3CC(CC(C3)C1)C2)C(=O)NC1=NCCS1 (stereo not drawn)	-12%
CC(=O)N1C(=O)/C(=C2\SC(=S)N(NS(=O)(=O)c3ccc(C)cc3)C2=O)c2ccccc21	-1%
COCCOc1cc(NC(=O)c2cccc(OC)c2)c(Cl)cc1Cl	2%
Cn1ncc(Cl)c1C(=O)N1CCOCC1	-6%
CCC(=O)Nc1ccc(C(=O)NNC(=O)COc2cccc(C)c2)cc1	4%
Cc1cc(NC(=O)CN2CCN(Cc3ccccc3)CC2)nc2c1c(=O)oc1ccccc12	-5%[57.5 µM]
CCc1nnc(NS(=O)(=O)c2ccc(NC(=O)COc3ccc(Cl)c(C)c3)cc2)s1	-8%
COc1ccc(-c2cn3ccc(C)cc3n2)cc1	0%[57.5 µM]
CCOc1ccc(NC(=S)N2CCn3c(nc4ccccc43)C2)cc1	3%
CCOc1ccc2nc(NC(=O)CN3CCOCC3)sc2c1	-6%
CCOc1ccc(CN2CCCC(CNC(=O)c3ccc(F)cc3)C2)cc1CO (stereo not drawn)	14%
CC(C)NC(=O)CC(=O)N/N=C/c1c(F)cccc1Cl	-1%
Cc1oc(-c2cccc(F)c2)nc1CN1CCCCC1CCc1ccccn1 (stereo not drawn)	-3%
COc1ccc(N2CCN(c3cc(C)c4ccc(O)cc4n3)CC2)cc1	12%
CC(C)C[C@H](N)c1cn([C@@H](CCCCN)C(=O)N2CCNCC2)nn1	-3%[57.5 µM]
COCCOC(=O)c1[nH]c2c(c1C)C(=O)CC(c1cccs1)C2 (stereo not drawn)	-15%

2 records drawn at random from the list so far, as already listed:
SMILES	ERK EGF inh
Cc1oc(-c2cccc(F)c2)nc1CN1CCCCC1CCc1ccccn1 (stereo not drawn)	-3%
CC(C)C[C@H](N)c1cn([C@@H](CCCCN)C(=O)N2CCNCC2)nn1	-3%[57.5 µM]

(list continues)
SMILES	ERK EGF inh
Cn1nc(C(F)(F)F)cc1-c1ccc(/C=C(\C#N)C(=O)c2cccc(C(F)(F)F)c2)s1	-5%[57.5 µM]
O=C(CSc1ccc2c(c1)OCCO2)Nc1ccc(N2CCOCC2)cc1	6%
Cc1ccc(CNC(=O)CNC(=S)N(Cc2ccccc2)Cc2cccnc2)cc1	10%
O=C(CSc1ccc(F)cc1)NCCSc1ccccc1	1%
CC(C)(C)C(=O)c1cn(CC(=O)O)c2ccccc12	-3%
COc1ccc(N2CCN(C(=O)C3(C)CC3(Cl)Cl)CC2)cc1 (stereo not drawn)	4%
O=c1nc2n(c3ncccc13)CCCCC2	-2%
O=C(c1cnccn1)N1CCC2(CCCN(Cc3ccccc3)C2)CC1	6%
CC1(C)CC(=O)C/C(=N/NC(=O)C2CCN(S(=O)(=O)c3cccs3)CC2)C1	3%
CC(=O)c1cccc(N2C(=O)Nc3ccccc3N2O)c1	1%
CCOC(=O)C1CCN(C(=O)Nc2ccc(OCc3ccccc3)cc2)CC1	-14%[57.5 µM]
NNC(=O)CSCc1ccc(Cl)cc1Cl	-6%

Not a retest: entries from further up.
SMILES	ERK EGF inh
CCC(=O)Nc1ccc(C(=O)NNC(=O)COc2cccc(C)c2)cc1	4%
Cc1cc(NC(=O)CN2CCN(Cc3ccccc3)CC2)nc2c1c(=O)oc1ccccc12	-5%[57.5 µM]

More compounds:
SMILES	ERK EGF inh
NS(=O)(=O)c1cccc(NC(=O)CSc2nc3ccccc3c(=O)n2CCCN2CCOCC2)c1	3%
CCN1CCc2nc3ccccc3c(C(=O)Nc3ccc(NC(C)=O)cc3)c2C1	-10%[57.5 µM]
CCC(C)c1ccc(NC(=S)NCc2cccnc2)cc1 (stereo not drawn)	1%
CCN(Cc1nc(-c2cccc(Cl)c2)no1)CC1CCCO1 (stereo not drawn)	-9%
O=C1NCCC/C1=N/Nc1ccc(F)cc1	7%
COc1ccc(CCc2nnc(CCC(=O)N(C)Cc3ccnc4ccccc34)o2)cc1	2%
COc1ccc(CN2CCN(C(=O)C3CCC(CNS(=O)(=O)c4ccc(C)cc4)CC3)CC2)c(OC)c1OC (stereo not drawn)	-3%
Cc1nc2sc(C(c3ccco3)N3CCC(Cc4ccccc4)CC3)c(O)n2n1 (stereo not drawn)	1%
O=C(N[C@@H](Cc1c[nH]c2ccccc12)C(=O)NC1CC1)c1ccccc1Cl	-9%
COc1ccc2cc(C3CC(c4ccco4)=NN3C(=O)CCC(=O)O)c(Cl)nc2c1 (stereo not drawn)	-10%
CC(C)c1ccccc1NC(=S)NCc1ccccc1F	-1%
CC(C)=CC1C(C(=O)O)C1(C)C (stereo not drawn)	21%
COc1cccc(C(=O)C2CCCN(CC3=Cc4cc(OC)ccc4OC3)C2)c1 (stereo not drawn)	?
CNC[C@H](O)c1cccc(O)c1	-17%[57.5 µM]
O=C(/C=C/c1ccc(Br)cc1)NC(=S)Nc1ccc(S(=O)(=O)Nc2nccs2)cc1	1%
O=C(OCC(=O)N1CCc2ccccc2C1)c1cccs1	3%
C=COCCNC(=S)Nc1ccccc1	-12%
O=C(OCc1nnc(-c2ccccc2)o1)c1cc(F)c(F)cc1Cl	-1%
COCCCN1CCc2[nH]c(=S)[nH]c(=O)c2C1	-8%
CC(C)Nc1nc2c(c(=O)n(C)c(=O)n2C)n1C	1%[57.5 µM]
COc1ccc(-n2c(O)c(C=Nc3ccccc3)c3ccccc3c2=O)cc1OC	-2%[57.5 µM]
Cc1cc(Cl)ccc1C(=O)C1CCCN(C(=O)c2snnc2C)C1 (stereo not drawn)	38%
O=C(O)CC/C(=N\NC(=O)c1ccccc1Br)c1ccccc1	17%
O=C(NCc1ccccc1)NC12CC3CC(CC(C3)C1)C2	?
Cc1cc(NC(=O)CN2C(=O)c3ccccc3C2=O)no1	-7%[57.5 µM]
O=C(COc1cc(Cl)c(Cl)cc1Cl)NCCc1ccccn1	-4%
CS(=O)(=O)Nc1ccc(C(=O)NCCSCc2ccccc2)cc1	-18%[57.5 µM]
CCOC(=O)/C=C/C(=O)Nc1ccccc1-c1ccccc1NC(=O)/C=C/C(=O)OCC	1%
CCNC(=S)N1CCN(c2cccc(C(F)(F)F)c2)CC1	-1%
O=C(COc1ccc(Cl)cc1)NCC(=O)N/N=C/c1cccs1	-2%
C=CCNC(=S)N(CC=C)C1CCS(=O)(=O)C1 (stereo not drawn)	-4%
CC(=C/c1ccco1)/C=N/NC(=O)c1nnn(-c2nonc2N)c1CN(C)C	2%
Cc1cccc(C(=O)NNS(=O)(=O)c2ccccc2[N+](=O)[O-])c1	6%
Cc1ccc(CN(Cc2cc3cccc(C)c3[nH]c2=O)C(=S)NCCCN(C)C)cc1	12%
Cc1csc2c(N3CCN(C(=S)Nc4ccc(C(F)(F)F)cc4)CC3)ncnc12	-17%[57.5 µM]
CC1(C)c2ccccc2-c2nc3ccccc3cc2C1O (stereo not drawn)	1%[57.5 µM]
COC(=O)C1=C(O)/C(=C\c2cc(C)n(-c3ccc(F)cc3)c2C)N=C1C	-2%
O=C(CN1CCc2ccccc2C1)Nc1cc(S(=O)(=O)N2CCOCC2)ccc1N1CCOCC1	-5%
S=C(Nc1ccc2nc(-c3ccccn3)c(-c3ccccn3)nc2c1)N1CCCCC1	-17%
O=c1oc2cc(OCc3c(F)c(F)c(F)c(F)c3F)ccc2cc1-c1ccccn1	1%
COc1ccc(C(=O)N2CCN(S(=O)(=O)c3ccc(C)cc3)CC2)cc1S(=O)(=O)N1CCOCC1	-9%[57.5 µM]

Of the compounds above, three contain bromine.
SMILES	ERK EGF inh
O=c1[nH]cnc2scc(-c3ccc(Br)cc3)c12	-3%
O=C(/C=C/c1ccc(Br)cc1)NC(=S)Nc1ccc(S(=O)(=O)Nc2nccs2)cc1	1%
O=C(O)CC/C(=N\NC(=O)c1ccccc1Br)c1ccccc1	17%
